# High-throughput results: PubChem BioAssay, National Center for Advancing Translational Sciences (NCATS)
# Integrin act MD = qHTS for Activators of Integrin-Mediated Alleviation for Muscular Dystrophy; alpha7betagal myoblasts, beta-gal FDG fluorescence, 48 h; 350,000 compounds, 0.064% hits; Potency, µM (highest dose often 38.3 µM), for the others: at the top dose activation, usual class: activators;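 also: potency is read from the fitted curve at half-maximal effect; 100% = response of the positive control SU9516; nearly all actives have a fitted effect of over 60% in size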
#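 Alpha7betagal+/- myoblasts (passage 13) were plated 16-24 hr, then exposed to compounds (1:260 dilution of DMSO stock) for 48 hours at 37C. After MPER lysis, β-galactosidase reporter activity was read as FDG fluorescence (ex 480/em 540) after 30 minutes.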
# p53 reactivation = qHTS assay for re-activators of p53 using a Luc reporter; H1299 p53-A138V BP100-luciferase reporter, luminescence, 24 h; Potency, µM (doses to about 92.2 µM), for the others: at the top dose activity change, positive = activation, hits mostly activators; 320,000 compounds, 0.063% hits; also: potency is read from the fitted curve at half-maximal effect; % of control where 0% means no effect; nearly all actives have a fitted effect of over 45% in size
#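 H1299 (p53-null), stable ts p53-A138V + BP100-Luc; 1000 cells/well, Opti-MEM/10% FBS; cpd 4 pt, 1:5; 24 h, 37 deg C, 5% CO2; detection reagent 10 min RT; luminescence.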
# Eya2 inh = qHTS Assay for Inhibitors of the Phosphatase Activity of Eya2 | recombinant Eya2, OMFP fluorescence dephosphorylation (OMFP is methylfluorescein phosphate) | Potency, µM (highest dose often 76.9 µM), for inactives: top-dose activity, negative = inhibition, most hits filed as inhibitors | 330,000 compounds, 0.006% hits; also: potency is read from the fitted curve at half-maximal effect; % is scaled to controls: 0 for no effect and ±100 for the full control effect
# Target sequence (O00167 whole entry, looked up): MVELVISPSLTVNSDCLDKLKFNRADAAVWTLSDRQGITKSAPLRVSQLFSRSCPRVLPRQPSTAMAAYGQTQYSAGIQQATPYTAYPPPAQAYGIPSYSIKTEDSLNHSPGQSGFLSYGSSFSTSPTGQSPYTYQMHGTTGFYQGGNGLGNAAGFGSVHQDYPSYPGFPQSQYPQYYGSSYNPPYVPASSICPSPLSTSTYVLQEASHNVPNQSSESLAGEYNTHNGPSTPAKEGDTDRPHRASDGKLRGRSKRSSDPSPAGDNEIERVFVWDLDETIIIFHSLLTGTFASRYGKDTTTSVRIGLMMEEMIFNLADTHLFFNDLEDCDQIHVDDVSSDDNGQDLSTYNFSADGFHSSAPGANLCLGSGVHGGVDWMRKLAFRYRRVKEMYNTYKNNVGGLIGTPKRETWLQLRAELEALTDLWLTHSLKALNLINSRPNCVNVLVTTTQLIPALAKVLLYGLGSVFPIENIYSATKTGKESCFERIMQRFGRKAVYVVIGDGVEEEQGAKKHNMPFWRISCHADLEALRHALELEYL
#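 Eya2 (0.2 uM) preincubated 10 min at ambient with compound, then OMFP substrate added at 50 uM; 10 min reaction in 50 mM HEPES pH 7.5, 50 mM NaCl, 5 uM MgCl2, 0.05% BSA, 1 mM DTT. Fluorescence read at Ex 485/Em 525 nm.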
# uPA generation = qHTS for Inhibitors of Cell Surface uPA Generation | cell surface uPA generation assay, qHTS | Potency, µM (doses to about 38.3 µM), without a hit: at the highest dose activity change, negative = inhibition, hits mostly inhibitors | 330,000 compounds, 0.31% hits | AID 540303, 2011; active = well fitted inhibition curve with a large enough effect; inconclusive = small, poorly fitted or top-dose-only effect; inactive = no such curve, though single readings can be large or run the other way; tested in mouse RAW 264.7 cells; also: potency is read from the fitted curve at half-maximal effect; % is scaled to controls: 0 for no effect and ±100 for the full control effect; nearly all actives have a fitted effect of over 55% in size
# B2AR arrestin = qHTS assay of beta-arrestin-biased ligands of beta2-adrenergic receptor | Potency, µM (series often up to 46.1 µM), for inactives: top-dose activation, usual class: activators | Beta-2 adrenergic receptor (Homo sapiens), P07550 | AID 492947, 2010 | beta-arrestin recruitment to beta2AR, cell-based reporter | 330,000 compounds, 0.02% hits;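 also: potency is read from the fitted curve at half-maximal effect; 0% = DMSO controls and full agonism = EC100 isoproterenol or metaproterenol; nearly all actives have a fitted effect of over 65% in size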
# USP2a inh = qHTS Assay for Inhibitors of Ubiquitin-specific Protease USP2a Using CHOP2 as the Reporter. Ubiquitin carboxyl-terminal hydrolase 2 (Homo sapiens), O75604. USP2 core, Ub-CHOP2 coupled fluorogenic reporter, 485/531. Potency, µM (series often up to 38.3 µM), for inactives: top-dose activity change, negative = inhibition, hits mostly inhibitors. 330,000 compounds, 0.01% hits;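 also: potency is read from the fitted curve at half-maximal effect; plate controls were DMSO wells for no effect and full inhibition by NEM control for full effect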
# Target sequence (O75604 whole entry, looked up): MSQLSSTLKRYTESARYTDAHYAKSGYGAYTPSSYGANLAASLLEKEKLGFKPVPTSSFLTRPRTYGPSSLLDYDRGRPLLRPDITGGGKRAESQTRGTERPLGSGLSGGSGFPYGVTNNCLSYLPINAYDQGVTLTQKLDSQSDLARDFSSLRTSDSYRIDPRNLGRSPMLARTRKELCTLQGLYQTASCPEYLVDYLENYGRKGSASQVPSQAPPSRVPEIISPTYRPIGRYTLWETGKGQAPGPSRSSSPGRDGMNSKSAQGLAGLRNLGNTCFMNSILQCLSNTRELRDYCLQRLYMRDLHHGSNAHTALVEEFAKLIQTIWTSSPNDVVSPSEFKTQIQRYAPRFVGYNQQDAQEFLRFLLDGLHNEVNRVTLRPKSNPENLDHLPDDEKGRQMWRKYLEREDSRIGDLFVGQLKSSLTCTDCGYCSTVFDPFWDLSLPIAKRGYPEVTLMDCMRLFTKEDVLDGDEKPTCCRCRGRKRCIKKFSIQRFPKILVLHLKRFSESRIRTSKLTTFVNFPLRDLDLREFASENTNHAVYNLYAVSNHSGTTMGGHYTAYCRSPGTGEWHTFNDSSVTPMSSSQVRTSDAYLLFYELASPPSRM
#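 Deubiquitinase activity read as fluorescence (485/531 nm) after Ub-CHOP2 cleavage activates the enterokinase reporter on its substrate; USP2 core 10nM, Ub-CHOP2 and substrate 25nM each, 30min compound preincubation then 60min RT; data normalized to NEM, curves fitted.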
# ELG1 genotox = qHTS screen for small molecules that induce genotoxicity in human embryonic kidney (HEK293T) cells expressing luciferase-tagged ELG1. 330,000 compounds, 1.3% hits. Potency, µM (top dose mostly 46 µM), for the others: top-dose activity change, positive = activation, actives largely listed as activators. HEK293T ELG1-luciferase reporter, luminescence, 16 h. AID 504466, 2011; also: potency is read from the fitted curve at half-maximal effect; % of control where 0% means no effect; nearly all actives have a fitted effect of over 60% in size
#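 Step 1: seed 2,000 HEK293T ELG1-luciferase cells per well. Step 2: add compound or DMSO, incubate 16 hr at 37 °C. Step 3: ONE-Glo, 30 min at room temperature, read luminescence.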
# TSG101-PTAP inh = qHTS Assay for Iinhibitors of HIV-1 Budding by Blocking the Interaction of PTAP/TSG101; Tumor susceptibility gene 101 protein (Homo sapiens), Q99816; Fluorescence polarization, FITC-PTAP peptide / Tsg101 binding; Potency, µM (series often up to 115 µM), for the others: top-dose activity change, negative = inhibition, most hits filed as inhibitors; 340,000 tested, under 10 active; active = well fitted inhibition curve with a large enough effect in the main read-out, with a control signal flat, not every such curve was filed as active; inconclusive = small, poorly fitted or top-dose-only effect, or effect the other way, or a change in a side signal; inactive = no such curve, though single readings can be large or run the other way; also: potency is read from the fitted curve at half-maximal effect; % of control where 0% means no effect
#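 Compounds were pin-transferred onto Tsg101 binding domain (10 uM final) in HEPES pH 7.5 buffer, then FITC-PTAP peptide was added at 50 nM final. After 20 min at RT, polarization reported peptide displacement across a qHTS concentration series.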
# TRPV1 agonist = HTS Assay for Compounds that Act as Agonists of the Vanilloid Receptor 1; Transient receptor potential cation channel subfamily V member 1 (Homo sapiens), Q8NER1; TRPV1-expressing cells, Fluo-8 calcium influx, agonist mode; activation, % at 8.33 µM; 320,000 compounds, 0.19% hits; in the data active = activation above about 80%; inconclusive = between about 30% and that limit; also: 0% is about no effect
#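 TRPV1-expressing cells were cultured overnight at 35.5C and loaded with Fluo-8 calcium dye for 40 to 90 min at room temperature. After a 10 s baseline, compound was added and calcium influx was read kinetically for 3 min (ex 480/em 520 nm).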
# BRCA1 expr act = qHTS Assay to Identify Small Molecule Activators of BRCA1 Expression; Potency, µM (top dose mostly 46.1 µM), without a hit: top-dose activation, usual class: activators; MCF7-BRCA1-FFLuc reporter, luminescence, 48 h; response scale: scaled: vehicle 0%, 10 µM genistein 100%; 380,000 compounds, 1.1% hits; also: potency is read from the fitted curve at half-maximal effect; nearly all actives have a fitted effect of over 80% in size; some results filed as inactive show a strong effect at the top dose
#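 48 h compound treatment of MCF7-BRCA1-FFLuc cells (phenol-red free MEM, 37 °C), then 15 min with luciferase substrate and luminescence imaging.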
# ASM inhibitor = Inhibitors of Secretory Acid Sphingomyelinase (S-ASM): qHTS; placental ASM, HMU-PC fluorogenic substrate, 60 min; Potency, µM (doses to about 57.5 µM), for inactives: at the highest dose activity change, negative = inhibition, usual class: inhibitors; AID 504937, 2011; 340,000 compounds, 0.006% hits; also: potency is read from the fitted curve at half-maximal effect
#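 qHTS format. ASM enzyme prepared from human placenta hydrolyses the fluorogenic substrate HMU-PC0 (9 uM final) over 60 min at 37 °C after a 10 min compound preincubation.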
# * = called active by the depositor; ? = inconclusive; . = not tested or not shown; [ ] = another dose, or the depositor's remark. Unless noted, calls follow the shape of the dose curve; as a rule, active = well fitted curve in the direction sought with a large enough effect; inconclusive = small, poorly fitted or top-dose-only effect, or another doubt; inactive = no such curve, though single readings can be large; an effect the other way counts as inactive or inconclusive.
SMILES,Integrin act MD,p53 reactivation,Eya2 inh,uPA generation,B2AR arrestin,USP2a inh,ELG1 genotox,TSG101-PTAP inh,TRPV1 agonist,BRCA1 expr act,ASM inhibitor
CC(OC(=O)c1cc(Br)ccc1O)C(=O)Nc1ccc(S(=O)(=O)N2CCCC2)cc1 (centres undefined),0%,-2%,-2%,-8%,0.0%,1%,1%,-1%,7,-46%,8%
COc1ccc(C(=O)c2ccc(Br)cc2)c2ccccc12,-20%,-12%,-5%,-3%,3.6%,-1%,5%,-2%,-2,-39%,-3%
C=CCNC(=O)N1CCCC(C(=O)c2cccc(OC(C)C)c2)C1 (centres undefined),-17%,?,?,-3%,-0.3%,1%,?,-4%,23,?,0%
COC(=O)c1ccc(C2C(C(=O)c3ccco3)=C(O)C(=O)N2c2cc(C)on2)cc1 (centres undefined),-15%,18%,1%,1%,0.9%,2%,13%,-7%,-3,15%,-1%
C#CCOCCOCCOCCNc1nc(N2CCOCC2)nc(N2CCN(C(=O)Cn3cc(CC(C)O)nn3)CC2)n1 (centres undefined),0%,9%,-12%,9%,0.3%,-1%,2%,-17%,-1,-9%,-3%
CS(=O)(=O)Nc1ccccc1N=C(c1ccccc1)c1ccccc1,?,9%,13%,5%,-0.7%,-1%,-2%,-4%,6,15%,-1%
NC(=O)c1nsnc1-c1ccccc1O,-19%,-7%,4%,-3%,-0.7%,0%,0%,-1%,4,17%,1%
COc1ccc(CC(=O)N2N=C(C)CC2(O)C(F)(F)F)cc1OC (centres undefined),25%,-3%,-4%,2%,0.1%,-1%,0%,0%,5,2%,-2%
Cc1ccc(OCCC(=O)Nc2ccc(C)c(F)c2)cc1,3%,-2%,-17%,?,-0.3%,0%,0%,-2%,?,23%,3%
CC(C(=O)Nc1ccc(S(=O)(=O)N2CCCC2)cc1)N1CCN(c2ccccc2O)CC1 (centres undefined),-28%,-3%,-33%,-8%,-0.6%,4%,-5%,-1%,.,-6%,5%
C=CC1=C2C=C(C3CC3)N(CC3CC3)C=C2C(=O)C(C)(OC(=O)c2ccco2)C1=O (centres undefined),-8%,.,.,-2%,.,.,.,-8%,.,9%,8%
COc1ccc(/C=C/C(=O)Nc2c(C)nn(C)c2C)cc1COc1ccc(Br)cc1,-42%,-10%,-5%,-3%,-0.1%,1%,-1%,-8%,?,-21%,-9%
O=S(=O)(Cc1ccccc1Cl)NCCc1ccc(F)cc1,-2%,8%,-28%,-15%,-0.3%,3%,0%,-3%,16,-2%,2%
O=C(CSc1nnc(CCc2ccccc2)n1-c1ccc(Cl)cc1)NCc1ccccc1,21%,-2%,-22%,0%,-0.6%,3%,-20%,-1%,15,-49%,-2%
Cc1ccccc1NC(=S)NNc1ncc(C(F)(F)F)cc1Cl,3%,-2%,-17%,4%,0.3%,0%,-10%,-12%,2,-31%,0%
O=C(NCCCn1ccnc1)c1cc(S(=O)(=O)N2CCOCC2)ccc1F,-7%,24%,-5%,5%,-0.9%,2%,0%,-2%,0,7%,1%
O=C1c2ccccc2-c2nnc(-c3ccc(O)cc3)cc21,14%,-7%,?,?,0.0%,0%,?,-12%,7,80%,3%
CC1CCC(NC(=O)c2ccc(NC(=O)CC3SC(N4CCCC4)=NC3=O)cc2)CC1 (centres undefined),-1%,?,38%,3%,-1.9%,2%,19%,-2%,-5,?,.
COc1ccc(CNC(=O)COC(=O)CCOc2ccc(C)cc2)cc1,25%,4%,8%,-1%,9.3%,1%,-1%,-3%,19,-8%,0%
CC(=O)Oc1ccc2occ(/C=N/c3cc(=O)[nH]c(=S)[nH]3)c(=O)c2c1,17%,2%,2%,1%,-0.4%,3%,-1%,-1%,1,-17%,-2%
CCC(Sc1ccccn1)C(=O)Nc1cccc([N+](=O)[O-])c1 (centres undefined),-1%,4%,1%,-2%,-0.5%,-1%,-1%,1%,?,-34%,4%
O=[N+]([O-])c1ccccc1NCCNc1ncc(C(F)(F)F)cc1Cl,11%,30%,-19%,11%,0.0%,-3%,10%,-1%,0,66%,-24%
NS(=O)(=O)c1cccc(NC(=O)CSc2nn(-c3ccccc3)c(=S)s2)c1,3%,-2%,2%,4%,-0.4%,-1%,-4%,-1%,?,-5%,-4%
Cc1cc(N2CCCC2)ccc1NC(=O)CN1C(=O)NC(C)(c2ccccc2)C1=O (centres undefined),-17%,-13%,-16%,-1%,-0.4%,-1%,-1%,5%,1,4%,-3%

# Some of the entries above in another layout:
canonical_smiles	Integrin act MD	p53 reactivation	Eya2 inh	uPA generation	B2AR arrestin	USP2a inh	ELG1 genotox	TSG101-PTAP inh	TRPV1 agonist	BRCA1 expr act	ASM inhibitor
Cc1ccccc1NC(=S)NNc1ncc(C(F)(F)F)cc1Cl	3%	-2%	-17%	4%	0.3%	0%	-10%	-12%	2	-31%	0%
O=C(NCCCn1ccnc1)c1cc(S(=O)(=O)N2CCOCC2)ccc1F	-7%	24%	-5%	5%	-0.9%	2%	0%	-2%	0	7%	1%

# (cont.)
SMILES,Integrin act MD,p53 reactivation,Eya2 inh,uPA generation,B2AR arrestin,USP2a inh,ELG1 genotox,TSG101-PTAP inh,TRPV1 agonist,BRCA1 expr act,ASM inhibitor
CC(C)(C)NS(=O)(=O)c1ccc(NC(=O)C2CCCCC2)cc1,-4%,2%,-4%,-5%,-0.1%,11%,-1%,-3%,-1,4%,-1%
O=C(Cc1c(F)cccc1Cl)NNC(=O)c1ccncc1,-24%,?,1%,2%,0.1%,-1%,1%,-2%,1,2%,5%
CCN(CC(=O)Nc1ccc(OC)cc1)C(=O)c1ccc(Cl)c(S(=O)(=O)N2CCCC2)c1,-9%,-5%,1%,-3%,0.0%,1%,2%,1%,0,-40%,-4%
O=C(COC(=O)c1cc(S(=O)(=O)N2CCOCC2)ccc1O)NCc1ccc2c(c1)OCO2,5%,1%,-1%,2%,-4.1%,-2%,-1%,1%,-1,5%,-2%
CCn1c2ccccc2c2cc(CNCc3ccc(OC)cc3OC)ccc21,-66%[inhibitor],-12%,-21%,?,-1.2%,-3%,-10%,0%,-3,-85%[inhibitor],-20%
CC(NC(=O)C1CCCCC1)C(=O)NC1=NCCS1 (centres undefined),25%,-5%,-4%,0%,-0.3%,7%,0%,-4%,-5,4%[1.84 µM],2%
CCOC(=O)c1c(NC(C)=O)no[n+]1[O-],-10%,0%,-1%,0%,0.0%,-6%,-2%,-1%,-5,-27%,-1%
CS(=O)(=O)N1CCC(C(=O)NNC(=O)Nc2ccc(F)c(Cl)c2)CC1,36%,21%,5%,8%,-0.7%,-1%,2%,.,-2,3%,0%
O=c1[nH]nc(-c2ccc(F)cc2)cc1-c1ccccc1,-19%,-1%,-26%,-2%,-0.1%,3%,6%,-3%,?,-21%,-1%
CCCCn1c(NCc2ccc(N(C)C)cc2)nc2ccccc21,23%,-3%,9%,?,0.2%,-7%,-3%,-8%,.,4%,4%
COc1cccc(/C=N/n2c(=O)[nH]c3ccccc32)c1OC,24%,12%,-8%,-3%,13%,2%,15%,-1%,-1,7%,2%
CCCc1ccc(OCCNC(=O)CC)cc1,5%,5%,11%,-3%,-0.2%,-1%,?,-5%,?,64%,2%
CCOC(=O)c1c(C)[nH]c(C)c1S(=O)(=O)NCCCN1CCOCC1,7%,-4%,5%,4%,3.1%,-1%,2%,1%,-1,3%,2%
Cc1ccc(C(=O)OCC(=O)NN2C(=O)NC3(CCC(C)CC3)C2=O)cc1 (centres undefined),-21%,-1%,22%,-9%,-0.1%,2%,0%,0%,1,13%,0%
COc1ccc2nc(NC(=O)CN3CCN(C)CC3)sc2c1,-13%,14%,-6%,0%,0.5%,2%,10%,-1%,-1,32%,1%
O=C(C1=C[C@H](c2ccc(C(F)(F)F)cc2)C[C@H](OCCCCO)O1)N1CCOCC1,-6%,-3%,-10%,0%,-0.9%,0%,0%,0%,11,-9%,2%
COc1ccccc1NC(=O)Cn1c(=O)sc2ccccc21,6%,-6%,-17%,-5%,0.1%,2%,0%,2%,5,-24%,-5%
O=C(CSc1ncn[nH]1)Nc1ccc(S(=O)(=O)N2CCCC2)cc1,16%,3%,7%,2%,0.4%,-2%,-4%,-1%,0,-1%,0%
